HCT116 bCat-KO: beta-catenin-lacking colon tumor cell growth suppression; viability, % at 10 µM; 140,000 tested, 1.5% active; HCT116 beta-catenin knockout viability, CellTiter-Glo, 60 h; active compounds read low;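 active = viability at or under a set limit, the compound median less 4 SD, cut at about 6% in these data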;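 also: 0% = Hyamine 1622 control at 20 µM and 100% = untreated cell control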
NPY Y2 blocker: blocks the human neuropeptide Y Y2 receptor; P49146; NPY-Y2 expressing cells, antagonist mode; inhibition, % at 2.7 µM; 140,000 tested, 0.99% active; AID 793; in the data active = inhibition above about 17%;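 also: 0% = vehicle with agonist challenge and 100% = reference antagonist with challenge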
Target sequence (P49146 whole entry, looked up): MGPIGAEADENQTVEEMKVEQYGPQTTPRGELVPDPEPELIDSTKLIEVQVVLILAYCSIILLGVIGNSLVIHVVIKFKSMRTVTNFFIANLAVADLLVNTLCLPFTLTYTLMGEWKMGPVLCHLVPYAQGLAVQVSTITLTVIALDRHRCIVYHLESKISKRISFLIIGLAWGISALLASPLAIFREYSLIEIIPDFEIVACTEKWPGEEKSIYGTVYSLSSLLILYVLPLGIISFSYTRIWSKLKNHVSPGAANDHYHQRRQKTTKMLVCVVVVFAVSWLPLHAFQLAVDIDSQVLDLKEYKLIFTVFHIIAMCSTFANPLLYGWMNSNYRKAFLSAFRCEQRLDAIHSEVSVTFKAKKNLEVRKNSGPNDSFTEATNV
Phagocyt inh: macrophage phagocytosis inhibition. J774A.1 macrophage IgG-bead phagocytosis, imaging. inhibition, % at 5 µM. 110,000 tested, 0.07% active;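 active = inhibition above the mean of the plate negative controls plus 5 SD, cut at about 13% in these data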;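 also: phagocytic index as fraction of beads internalized from green versus red external bead signal; plate controls were DMSO negative control for no effect and cytochalasin-D positive control for full effect; some results beyond the cut were filed as inactive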
E-sel TNF inh: blocks E-selectin expression induced by TNF alpha; HUVEC TNFa-induced E-selectin immunofluorescence, high content; inhibition, % at 2 µM; 120,000 tested, 0.71% active; AID 1246;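 active = inhibition above the batch mean plus 3 SD, and confirmed as a hit on visual image review, cut at about 43% in these data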;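 also: 0% = TNF-stimulated DMSO wells and 100% = unstimulated control wells; not every result past the cut was called active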
Yeast lifespan up: extends the lifespan of yeast; S. cerevisiae growth with nicotinamide, OD615; deaD strain in restrictive glucose medium; inhibition of the nicotinamide effect, % at 10 µM; 130,000 tested, 0.68% active;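 active = inhibition above a set limit, placed 3 SD over the median of all compounds, cut at about 26% in these data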;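 also: 0% = nicotinamide-treated wells and 100% = cells grown without nicotinamide; some compounds called inactive have numbers as strong as hits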
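Assay system: engineered S. cerevisiae DeaD replicative-lifespan strain, galactose-grown log-phase cells; Buffer or medium: CSMM-D glucose medium, restrictive; Probe or stimulus: nicotinamide 1.5 mM; Compound: single dose 10 µM compound, 0.25% DMSO; Schedule: 4 h preincubation then 48 h treatment at 30 °C; Technique: OD615 measurement.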
Measles CPE: protection of cells from measles virus; Measles virus-infected cells, CPE protection, absorbance; 140,000 tested, 1.5% active; AID 841; protection (pct of control), % at 4 µM; in the data active = protection mostly above about 24%, no sharp cut-off; inactive = mostly below about 26%; also: some compounds called inactive have numbers as strong as hits
GALR2 blocker: GALR2 (human) receptor antagonism; inhibition, % at 4 µM; GALR2-expressing cells, antagonist mode; 140,000 tested, 0.39% active; in the data active = inhibition above about 27%;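 also: cells stimulated with galanin 1-16 at roughly its EC80; 0% = agonist challenge control and 100% = basal control without agonist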
Target sequence (O43603 whole entry, looked up): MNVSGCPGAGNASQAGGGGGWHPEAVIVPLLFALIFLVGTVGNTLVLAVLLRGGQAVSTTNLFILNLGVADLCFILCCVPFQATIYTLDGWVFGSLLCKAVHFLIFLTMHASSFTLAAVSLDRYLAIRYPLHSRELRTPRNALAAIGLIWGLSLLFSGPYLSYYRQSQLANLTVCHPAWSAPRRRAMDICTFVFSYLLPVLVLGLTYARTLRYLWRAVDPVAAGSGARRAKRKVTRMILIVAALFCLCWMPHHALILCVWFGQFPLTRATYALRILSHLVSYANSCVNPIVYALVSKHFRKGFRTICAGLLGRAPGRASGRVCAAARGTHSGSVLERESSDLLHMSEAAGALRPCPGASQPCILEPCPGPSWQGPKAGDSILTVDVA
Yeast growth inh: chemicals that inhibit yeast BB579 growth in restrictive medium (lifespan-shortening candidates) | S. cerevisiae BB579 growth, OD615, 48 h | inhibition, % at 10 µM | 140,000 tested, 0.51% active | AID 804;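 active = inhibition above a set limit, 3 SD over the mean compound inhibition, cut at about 44% in these data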; also: inactives centre near -24
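System: DeaD yeast strain BB579; buffer or medium: CSMM-D dextrose restrictive medium; technique: OD at 615 nm; schedule: 4 h cell preincubation, 48 h compound exposure, 30 °C humidified; doses: single 10 µM dose; controls: amphotericin B 10 µg/mL, positive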
MRP-1 activ: activates MRP-1; H69AR cells + doxorubicin, viability rescue, CellTiter-Glo; viability increase, % at 10 µM; 140,000 tested, 0.61% active; AID 799;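 active = viability gain under doxorubicin at or above a set limit, the compound median plus 3 SD, cut at about 4.7% in these data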;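 also: MRP-1 overexpressing cells given doxorubicin 25 µM after compound pretreatment; 18-22 h compound pretreatment then 72 h with doxorubicin before readout; 0% = doxorubicin-only wells and 100% = vehicle-treated cells without doxorubicin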
PTEN del growth: PTEN-deleted cell growth suppression; HCT116 PTEN-null viability, CellTiter-Glo, 60 h; active compounds read low; viability, % at 10 µM; 140,000 tested, 1.2% active; AID 827;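 active = viability at or below a set limit, 4 SD under the median of all tested compounds, cut at about 3.7% in these data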;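 also: PTEN knockout HCT116 line with beta catenin targeted HCT116 as companion control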
* = called active by the depositor; . = not tested or not shown.

Values run as follows: Yeast growth inh, Measles CPE, HCT116 bCat-KO, NPY Y2 blocker, Yeast lifespan up, MRP-1 activ, PTEN del growth, GALR2 blocker, Phagocyt inh, E-sel TNF inh
Cc1nc2nc(CSc3ccc(Cl)cc3)cc(=O)n2[nH]1
 : -55, 19, 93, 4, -3, 0.6, 106, 1, 1, -7
O=C(Nc1cccnc1)c1cc(-c2ccco2)on1
 : -30, 8, 95, 4, -16, -1.9, 90, -4, 0, 9
C=CCN(C(=O)Nc1ccccc1)C1CC(=O)N(c2ccc(OC)cc2)C1=O (stereo not given)
 : -23, 8, 93, 4, -11, 0.8, 94, 11, 0, -20
O=C(NCCCN1CCCC1=O)NC1CCCCC1
 : 1, 5, 95, 0, 12, -0.3, 111, -12, 0, -2
O=C(NC1CCN(C(=S)NCc2ccco2)CC1)C12CC3CC(CC(C3)C1)C2
 : -4, 23, 91, 3, -4, -0.5, 98, -24, 1, .
OC(COCc1ccc(Cl)cc1)CN1CCN(c2ccccn2)CC1 (stereo not given)
 : -19, ., 98, 6, 2, 0.0, 102, 0, ., .
CC(C)COP(=O)(OCC(C)C)C(Nc1ccccc1)c1ccc2c(c1)OCO2 (stereo not given)
 : 0, 21, 67, 20*, 12, -1.6, 60, -8, -2, -31
COc1cc2nc(NCC3CCCO3)n3nc(-c4cccnc4)nc3c2cc1OC (stereo not given)
 : -25, 9, 83, -2, -13, -1.8, 88, -1, 0, 3
O=C1/C(=C/c2cccnc2)Oc2cc(OS(=O)(=O)c3ccccc3)ccc21
 : -24, 14, 81, 1, -5, -4.0, 71, -8, 0, -7
COc1ccc(NC(=O)CSc2ncc(-c3ccc(F)cc3)n2Cc2ccco2)cc1
 : 6, 2, 85, 2, ., -1.5, 95, 3, ., 13
Cc1cc(C(=O)OCC(=O)c2ccc(Cl)c([N+](=O)[O-])c2)c2cccc(C)c2n1
 : -73, 5, 84, 8, 2, -3.4, 95, -11, -11, 11
O=C(CNS(=O)(=O)c1ccccc1)NCC(=O)OCc1ccc(C(=O)c2ccccc2)cc1
 : -1, 22, 94, 0, -2, 0.0, 95, 0, -5, .
Cc1ccc(-c2nnc(NC3CCCCC3)c3ccccc23)cc1S(=O)(=O)N1CCN(C)CC1
 : 18, 22, 62, 7, 3, -3.1, 54, 5, 0, 7
COc1ccc(C(=S)N2CCOCC2)cc1OS(=O)(=O)c1ccccc1[N+](=O)[O-]
 : -16, 10, 66, 2, 3, -4.5, 82, 7, -4, .
Cc1cc(C)nc(NC2=NCC(=O)N2CCc2c[nH]c3ccccc23)n1
 : -6, 3, 88, 0, -8, -1.1, 82, 2, 3, -8
Cn1ncc2c(NNC(=O)c3ccccc3Cl)ncnc21
 : 4, 8, 93, 2, 6, 0.5, 101, 11, -9, .
Cc1cc(/C(O)=C2\C(=O)C(=O)N(CCN(C)C)C2c2ccncc2)ccc1OCc1ccccc1 (stereo not given)
 : 9, 41, 94, 0, -1, -2.4, 96, -12, -8, 23
O=C(CN(c1ccccn1)S(=O)(=O)c1ccccc1)N/N=C/c1cccc([N+](=O)[O-])c1
 : -34, 12, 103, 2, 1, -1.2, 99, -13, -7, 51
Cc1ccc(C(=O)NCc2ccc3c(c2)OCO3)cc1N1CCCC1=O
 : -10, 3, 89, 1, -4, -1.0, 100, -5, 0, .
CC(=O)Nc1ccc(S(=O)(=O)NCCSCc2cccc(Cl)c2)cc1
 : -40, 10, 69, 5, 1, -2.5, 79, 5, ., .
COc1cccc(-c2nc3ccc(O)cc3c(=O)o2)c1
 : 14, 5, 89, 11, -14, -1.7, 90, 6, -2, 1
Cc1ccc(-c2cc(C(=O)Nc3ccc(S(=O)(=O)Nc4nc(C)cc(C)n4)cc3)c3ccccc3n2)cc1
 : -53, 2, 67, 2, 2, 3.7, 64, 0, -4, 11
Cc1cc([N+](=O)[O-])c(-c2ccc(/C=N/n3cnnc3)o2)cc1Cl
 : -17, 34, 87, 5, 0, -2.6, 79, 4, ., -28
C[C@H]1CCC[C@]2(O[C@@H](CCO)C[C@H](O)[C@H]2O)O1
 : -10, 15, 89, 0, 5, -0.6, 96, -14, ., -13
Cc1ccc(NC(=O)c2cc(=O)c3ccccc3o2)cc1
 : 16, 2, 85, 1, -13, -2.5, 91, 3, -3, 8
CC(C)N1C(=O)CCC1C(=O)NC1CCCC1 (stereo not given)
 : -29, 3, 103, 1, -2, 1.5, 98, 1, -1, .
COC(=O)C1=C(C)N(CCc2ccc(OC)c(OC)c2)C(=O)C1
 : -19, 14, 88, -2, -8, -1.0, 103, 5, 0, 17
CCC(=O)Nc1cc(SCCO)cc([N+](=O)[O-])c1
 : -22, 19, 103, 1, 0, -0.1, 104, 9, ., 13
N=c1c2c(n(Cc3ccc(F)cc3)c3c1CCC3)CCC2
 : -7, 3, 16, 0, 0, -0.5, 21, 13, 0, .
C/C(=N\NC(=O)c1ccc(Cl)cc1)c1cccc(NC(=O)C(C)C)c1
 : -31, 3, 89, 1, -4, -0.8, 85, 6, 1, -24
c1ccc2nc(N3CCOCC3)cnc2c1
 : -9, 5, 84, -1, -11, -2.5, 84, 1, 0, 14
O=c1c2c(-c3cccs3)csc2ncn1/N=C/c1ccc(OC(F)F)cc1
 : -31, 23, 84, 3, -7, -0.4, 79, 5, 2, 18
O=C(/C=C\Nc1cccc(F)c1)c1ccc2c(c1)OCO2
 : -34, 22, 83, 4, -8, -1.4, 84, 5, -1, -31
O=C(CN1CCCCC1)Nc1nnc(-c2ccccc2)s1
 : -20, 8, 86, -2, -9, -1.4, 95, -6, 0, -1
CCOC(=O)c1nnc(-c2ccccc2)nc1NC
 : 7, 22, 95, 2, -18, -2.3, 105, 1, ., -13
CC(C)C1N(C(=O)CN2CCCC2)CCN1S(=O)(=O)c1ccccc1 (stereo not given)
 : 3, 5, 92, 0, -5, 0.2, 91, 4, 1, .
CC1CCN(S(=O)(=O)c2ccc3c(c2)oc(=O)n3CC(=O)N2CCc3ccccc3C2)CC1
 : -54, 5, 85, -1, -11, -1.4, 90, 9, 0, .
COc1ccccc1N1C(=O)C2C3C=CC(C3)C2(C)C1=O (stereo not given)
 : -30, 3, 95, 0, -3, -1.0, 97, 9, 0, -48
CCOc1ccc(C(=O)NC2CCN(C(=O)Nc3ccccc3OC)CC2)cc1
 : -31, 4, 80, 5, ., -2.0, 87, 1, ., 26
Cc1ccc2occ(C(=O)c3ccco3)c(=O)c2c1
 : -50, 3, 93, 0, 58, -2.4, 98, 12, 0, -32
CCOC(=O)c1oc2cccc(OCC(O)CNC(C)C)c2c1C (stereo not given)
 : 2, 3, 41, 2, -28, -5.0, 25, 20, 0, -29
CCOC(=O)c1nnn(-c2nonc2N)c1COc1ccccc1
 : -16, 4, 98, 0, -7, -1.9, 96, 7, -1, 4
COc1cc(CC(=O)NCc2ccc3c(c2)OCO3)cc(OC)c1OC
 : -36, 4, 103, 0, -12, -1.2, 99, 6, 0, -68
COc1cc(/C=C(\C#N)C(=O)NC2CCCCC2C)ccc1OS(=O)(=O)c1ccc(C)cc1 (stereo not given)
 : -7, 4, 0.8*, 4, -3, -6.5, 1.0*, 14, -7, .
Cc1ccc(N2C(=O)CSC2c2cccnc2)cc1F (stereo not given)
 : 19, 9, 111, 3, -16, 0.8, 110, -1, ., .
CCc1cc(C=NC2CCCCC2)c(O)s1
 : 11, 19, 76, 3, -14, 0.6, 83, 2, 0, .
CN1C(=O)CC(Sc2ncccc2C(=O)O)C1=O (stereo not given)
 : -15, 9, 97, 1, 11, -2.0, 94, 9, 0, 0
COc1ccc(CCNC(=O)CCS(=O)(=O)c2ccc3c(c2)CCN3C(C)=O)cc1OC
 : 11, 12, 105, 1, -5, -1.1, 93, 0, ., 1
O=C(NCCN1CCOCC1)c1csc2c1CCCCC2
 : 5, 3, 84, 1, -10, -2.5, 91, 5, ., .
O=C(COC(=O)CCc1nc2ccccc2n1-c1ccccc1)Nc1cccc(Cl)c1
 : -22, 19, 82, 6, -5, -1.4, 102, -19, -1, .
COc1ccc(CCC(=O)Nc2nc3c(s2)CN(C)CC3)cc1OC
 : 27, -1, 90, 1, -4, -0.4, 112, 5, 0, 15
Cc1cccc(N(C(=O)c2csnn2)C(C(=O)NC(C)(C)C)c2ccncc2)c1 (stereo not given)
 : -25, 11, 98, 2, -23, -2.6, 93, -10, ., -7
CSCCC(NC(=O)OCc1ccccc1)C(=O)O (stereo not given)
 : -21, 26, 77, 1, ., -0.5, 100, -1, ., -18
CCCCN(C)Cc1c(C)[nH]c2c(Cl)cccc2c1=O
 : 15, 15, 87, 3, -2, -1.4, 90, 9, 0, 4
Cc1nc(N2CCOCC2)nc(OCCN2CCOCC2)c1[N+](=O)[O-]
 : -42, 4, 83, 3, -3, -1.3, 83, -4, -7, .
O=C(Nc1nc(-c2ccc(S(=O)(=O)N3CCOCC3)cc2)cs1)c1ccccc1
 : 4, 3, 14, 2, -17, 0.0, 23, 8, -6, 8
O=C(Cc1ccc(Cl)cc1)N1CCN(C(=O)c2ccco2)CC1
 : -29, 19, 108, 2, -26, -3.5, 100, 9, ., 15
COC(=O)C1C(O)=C(C(C)=N)C(=O)CC1(C)C (stereo not given)
 : -7, 3, 92, 2, -2, -1.3, 97, 17, 1, -19
CNc1oc(Cc2cccc3ccccc23)nc1C#N
 : -50, 9, 101, 0, -9, -1.5, 114, -3, -1, .
CCNC(=O)/C(C#N)=C/c1c(N2CCOCC2)nc2ccccn2c1=O
 : -15, 14, 87, 0, 1, -0.5, 92, 4, -4, .
Cc1nc(C)c(NC(=O)N2CCc3ccccc32)cc1NC(=O)N1CCc2ccccc21
 : -43, 6, 53, 2, -7, -4.8, 59, 4, -2, .
CCOc1ccc(C(=O)CC(=O)C(=O)NCCc2ccc(OC)c(OC)c2)cc1
 : 16, 38*, 94, 2, 14, -3.2, 92, -6, -8, .

Screening data deposited in PubChem by several laboratories.
